Assay outcomes as filed in PubChem.
KB-3-1 tox = qHTS assay for MDR1-selective chemotherapeutics: Primary screen using the parental adenocarcinoma cell KB-3-1. KB-3-1 viability, CellTiter-Glo ATP luminescence, 72 h. Potency, µM (top dose mostly 46.1 µM), without a hit: at the highest dose activity change, negative = cytotoxic, usual class: cytotoxic. actives 1.4% (n = 400,000); note: potency is the fitted concentration of half-maximal effect; % is set by controls: 0 for no effect and ±100 for the full control effect; nearly all actives have a fitted effect of over 60% in size
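Viability of parental KB-3-1 cells, measured by CellTiter-Glo luminescence, followed a 72 h incubation at 37 °C with pinned compounds in phenol-red-free DMEM containing 10% FBS.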
WRN helicase inh = qHTS for Inhibitors of WRN Helicase; Potency, µM (series often up to 114 µM), without a hit: at the highest dose activity change, negative = inhibition, hits mostly inhibitors; actives 0.46% (n = 360,000); WRN helicase unwinding, fluorescent forked duplex, kinetic; Bifunctional 3'-5' exonuclease/ATP-dependent helicase WRN (Homo sapiens), Q14191; note: potency is the fitted concentration of half-maximal effect; % is set by controls: 0 for no effect and ±100 for the full control effect; nearly all actives have a fitted effect of over 55% in size
Target sequence (Q14191 whole entry, looked up): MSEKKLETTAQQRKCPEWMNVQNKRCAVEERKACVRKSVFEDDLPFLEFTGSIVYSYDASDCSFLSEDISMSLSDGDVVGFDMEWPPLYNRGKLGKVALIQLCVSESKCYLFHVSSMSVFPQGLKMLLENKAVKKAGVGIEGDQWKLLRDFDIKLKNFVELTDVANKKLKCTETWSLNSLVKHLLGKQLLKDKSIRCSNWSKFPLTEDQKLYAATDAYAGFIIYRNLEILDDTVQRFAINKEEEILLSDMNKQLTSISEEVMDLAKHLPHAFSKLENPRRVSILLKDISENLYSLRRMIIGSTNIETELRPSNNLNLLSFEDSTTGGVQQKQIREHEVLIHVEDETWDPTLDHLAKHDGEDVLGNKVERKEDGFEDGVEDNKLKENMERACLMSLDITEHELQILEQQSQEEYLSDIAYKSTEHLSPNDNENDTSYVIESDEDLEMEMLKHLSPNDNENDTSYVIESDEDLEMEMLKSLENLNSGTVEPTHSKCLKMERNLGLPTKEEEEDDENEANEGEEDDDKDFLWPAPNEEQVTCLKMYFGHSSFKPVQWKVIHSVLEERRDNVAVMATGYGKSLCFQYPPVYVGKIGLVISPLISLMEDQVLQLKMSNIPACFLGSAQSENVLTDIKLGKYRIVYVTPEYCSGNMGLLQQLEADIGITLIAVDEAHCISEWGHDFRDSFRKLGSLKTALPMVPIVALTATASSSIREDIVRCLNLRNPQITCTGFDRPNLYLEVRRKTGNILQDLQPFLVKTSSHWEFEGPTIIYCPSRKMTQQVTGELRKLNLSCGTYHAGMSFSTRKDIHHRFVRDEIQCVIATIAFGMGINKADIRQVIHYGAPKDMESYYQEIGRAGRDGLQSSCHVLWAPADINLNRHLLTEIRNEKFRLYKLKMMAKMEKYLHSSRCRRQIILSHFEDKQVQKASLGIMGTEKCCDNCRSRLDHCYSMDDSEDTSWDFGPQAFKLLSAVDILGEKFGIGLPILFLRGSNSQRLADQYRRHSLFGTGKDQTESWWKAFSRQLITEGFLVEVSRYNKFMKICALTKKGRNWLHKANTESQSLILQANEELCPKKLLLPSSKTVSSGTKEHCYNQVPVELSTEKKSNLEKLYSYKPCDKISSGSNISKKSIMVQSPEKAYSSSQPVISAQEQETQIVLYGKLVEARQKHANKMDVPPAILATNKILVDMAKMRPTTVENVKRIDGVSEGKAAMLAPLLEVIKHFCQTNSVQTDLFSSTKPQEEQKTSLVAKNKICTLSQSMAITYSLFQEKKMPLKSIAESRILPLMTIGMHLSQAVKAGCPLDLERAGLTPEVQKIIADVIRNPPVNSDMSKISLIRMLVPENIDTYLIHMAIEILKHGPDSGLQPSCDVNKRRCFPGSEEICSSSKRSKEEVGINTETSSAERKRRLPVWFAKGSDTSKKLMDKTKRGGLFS
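Primary qHTS, 1536-well format. 20 nM WRN + compound, 15 min RT; start with 100 nM forked fluorophore/quencher duplex, 2 mM ATP (final); kinetic read ex 525/em 598 nm.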
IL-1B inflam inh = qHTS for Inhibitors of Inflammasome Signaling: IL-1-beta AlphaLISA Primary Screen | THP-1 LPS/ATP IL-1B secretion, AlphaLISA, 16 h; hits give low values | activity change, % at 57.5 µM | actives 4.7% (n = 360,000) | AID 743279, 2014; in the data active = activity change below about -50%; inconclusive = mostly about -30% to -49%; note: % is set by controls: 0 for no effect and ±100 for the full control effect
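THP-1 cells pretreated 1 hr with compounds (up to 57.5 uM final), then stimulated with LPS (250 ng/mL final) plus ATP (1.25 mM final); secreted IL-1B measured by AlphaLISA after 16 hr, decreased signal indicating inhibition.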
ATXN2 expr inh = Primary qHTS for Inhibitors of ATXN expression | Potency, µM (top dose mostly 57 µM), for the others: at the top dose activity change, negative = inhibition, most hits filed as inhibitors | actives 0.72% (n = 360,000) | HEK-293 ATXN2-luciferase reporter, luminescence, 24 h; note: potency is the fitted concentration of half-maximal effect; % is set by controls: 0 for no effect and ±100 for the full control effect; nearly all actives have a fitted effect of over 55% in size
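ATXN2-luciferase reporter cells (luciferase flanked by upstream and downstream ATXN2 gene portions) were treated 24 h at 37 °C with compounds at up to 57 uM. SteadyGlo luminescence gave expression; GF-AFC fluorescence gave viability.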
MCF10A rerep = A quantitative high throughput screen for small molecules that induce DNA re-replication in MCF 10a normal breast cells. Potency, µM (highest dose often 46.1 µM), without a hit: at the top dose activity, positive = re-replication, hits mostly activators. AID 624296, 2012. actives 2.9% (n = 350,000). MCF 10A DNA re-replication, Hoechst nuclear intensity, 48 h; note: potency is the fitted concentration of half-maximal effect; % of control where 0% means no effect; nearly all actives have a fitted effect of over 50% in size
KB-V1 MDR tox = qHTS assay for MDR1-selective chemotherapeutics: Primary screen using the drug-selected MDR subline cells KB-V1; actives 3.4% (n = 400,000); Potency, µM (top dose mostly 46.1 µM), without a hit: top-dose activity change, negative = cytotoxicity, hits mostly cytotoxic; KB-V1 MDR cells viability, CellTiter-Glo, 72 h; note: potency is the fitted concentration of half-maximal effect; % is set by controls: 0 for no effect and ±100 for the full control effect; nearly all actives have a fitted effect of over 60% in size
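Drug-selected KB-V1 cells, grown in DMEM lacking phenol red with 10% FBS, receive compound titrations; after three days at 37 degrees C, surviving cell ATP is quantified by CellTiter-Glo luminescence and responses normalized and curve-fitted.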
HT1080NT lethal = qHTS for induction of synthetic lethality in tumor cells producing 2HG: qHTS for the HT-1080-NT fibrosarcoma cell line | actives 1.6% (n = 360,000) | HT-1080-NT fibrosarcoma viability, CellTiter-Glo ATP luminescence, 48 h | Potency, µM (doses to about 46.1 µM), without a hit: top-dose activity, negative = less viability, hits mostly cytotoxic | AID 686970, 2013;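 note: NT is the 2HG producing partner of a matched IDH1 knockdown line; potency is the fitted concentration of half-maximal effect; 0% = DMSO-treated cells and -100% = media-only wells without cells; nearly all actives have a fitted effect of over 55% in size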
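Compounds were tested in concentration-response format on HT-1080-NT cells for 48 hours at 37 degrees C. Cell viability came from CellTiter-Glo luminescence; curves were classified by r2, response magnitude and activity.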
SW480 rereplic = A quantitative high throughput screen for small molecules that induce DNA re-replication in SW480 colon adenocarcinoma cells; AID 624297, 2012; actives 1.8% (n = 340,000); SW480 DNA re-replication, Hoechst DNA content imaging, 48 h; Potency, µM (top dose mostly 46.1 µM), for inactives: at the highest dose re-replication activation, actives largely listed as activators; note: potency is the fitted concentration of half-maximal effect; % of control where 0% means no effect; nearly all actives have a fitted effect of over 55% in size
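SW480 cells exposed to compounds for 48 hr at 37 C, 5% CO2, then Hoechst-stained 40 min. Nuclear DNA content imaged by fluorescence scanning (405 nm excitation, 500-530 nm emission); re-replication scored as increased high-intensity nuclei.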
HT1080 IDH1KD tx = qHTS for induction of synthetic lethality in tumor cells producing 2HG: qHTS for the HT-1080-IDH1KD cell line; Potency, µM (top dose mostly 46.1 µM), without a hit: top-dose activity, negative = toxicity, hits mostly cytotoxic; AID 686971, 2013; HT-1080 IDH1 knockdown viability, ATP luminescence, 48 h; actives 2% (n = 360,000);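 note: potency is the fitted concentration of half-maximal effect; 0% = DMSO wells and -100% = cell-free medium wells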
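Using the IDH1-knockdown HT-1080 line run in the same batch and compound series as the NT line, viability after 48 h at 37 °C was determined by CellTiter-Glo luminescence and expressed as % activity.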
An asterisk follows results filed as active; ? = inconclusive; . = no result given; & = joins results of further samples; [ ] = another dose, or the depositor's remark. Unless noted, calls come from the whole dose curve; as a rule, active = well fitted curve in the direction sought with a large enough effect; inconclusive = small, poorly fitted or top-dose-only effect, or another doubt; inactive = no such curve, though single readings can be large; an effect the other way counts as inactive or inconclusive.

SMILES | KB-3-1 tox | WRN helicase inh | IL-1B inflam inh | ATXN2 expr inh | MCF10A rerep | KB-V1 MDR tox | HT1080NT lethal | SW480 rereplic | HT1080 IDH1KD tx
O=C(O)c1ccc2c(c1)OCCOCCOCCOCCOCCO2 | 2% | -1% | 18 | -6% | 10% | 16% | 7% | -5% | 3%
CCc1cccc(CC)c1C(O)c1cccnc1 (centres undefined) | 1% | -1% | -1 | 3% | -7% | 1% | 14% | -6% | 9%
CCOC(=O)C1=C(C)Nc2ccccc2N=C1NC(=O)Cc1ccc(OC)cc1 | 6% | 0% | -5 | -4% | -4% | ? | 11% | 8% | 5%
O=C(CC12CC3CC(C1)CC(CC(=O)N1CCCC1)(C3)C2)N1CCCC1 | -4% | -5% | 18 | -7% | 3% | 15µM* | 3% | -2% | 8%
Cc1c(Nc2cc(N3CCCC(C)C3)c3nonc3c2[N+](=O)[O-])c(=O)n(-c2ccccc2)n1C (centres undefined) | 4% | -10% | 5 | -11% | 3% | 14% | -1% | -6% | -17%
CN(C)CCn1c(NC(=O)c2ccc(Cl)cc2)nc2ccccc21 | 12% | -13% | -20 | 9% | -23% | -20% | ? | 8% | 11µM*
CCCCn1c(SCC(=O)Nc2cc(NC(=O)c3ccco3)ccc2C)nc2ccccc2c1=O | 16% | -28% | 18 | ? | ? | ? | ? | 1% | 11µM*
CNC(=S)NNC(=O)c1ccc(=O)n(Cc2ccc(Cl)cc2Cl)c1 | -23% | 5% | 6 | -28% | ? | -11% | -12% | ? | -7%
Cc1cc(OCC(O)CN2C(C)CCCC2C)ccc1C(C)C (centres undefined) | -5% | 5% | -6 | -15% | ? | 4% | ? | ? | -22%
CCCCCc1nnc(NC(=O)Cc2cccs2)s1 | 16% | ? | 15 | 1% | 2% | -1% | 0% | -4% | -1%
Cn1c(CNC(=O)c2cccs2)n[nH]c1=S | -7% | 9% | 10 | -1% | -2% | -10% | 0% | 67% | 5%
O=C1CCCc2c1sc1nc3n(c(=O)c21)CCCCC3 | 0% | 2% | 2 | 90%[activator] | 15% | -4% | -5% | -2% | 3%
O=C(O)c1ccccc1C(=O)NNc1ccc(F)cc1 | -2% | -2% | -8 | 38% | ? | 15% | ? | -1% | 8.2µM*
Cn1cccc1Cc1nnc(SCC(=O)Nc2ccc(F)cc2)n1-c1ccc(F)cc1 | -1% | 0% | -6 | -3% | -1% | -3% | 7% | 21% | 1%
CCCC(=O)N1CCCC1(C)C(=O)Nc1ccc(C)c(C)c1 (centres undefined) | 0% | -1% | -1 | 5% | . | 5% | ? | . | 23%
Cc1ccccc1C(C(=O)NC1CCCCC1)N(C(=O)CNC(=O)c1ccco1)c1cccnc1 (centres undefined) | 15% | 5% | 5 | 1% | 3% | 5% | 6% | -4% | 3%
O=C(COc1ccc2ccc(=O)oc2c1)N1CCN(C(=O)C2COc3ccccc3O2)CC1 (centres undefined) | 5% | -8% | -12 | -19% | 4% | 6% | 0% | -12% | 2%
O=C(Nc1cccc(NC(=O)c2cccs2)c1)c1ccco1 | 19% | 6% | -4 | -1% | 10% | 15µM* | 0% | -9% | 2%
Cc1cccc(CN(C)C[C@@H]2OCc3cnnn3CCCC(=O)N([C@@H](C)CO)C[C@H]2C)c1 | 2% | 5% | 4 | 10% | . | 11% | 6% | . | 7%
O=C(O)CCn1c(=S)oc2ccccc21 | -4% | -7% | 33 | -1% | 8% | 0% | 7% | 14% | 2%
CCN1CCN(CCc2nc3cc(NC(=O)COc4ccc(Cl)cc4)ccc3n2C)CC1 | -5% | 4% | ? | . | 17% | 1% | 5% | 21% | -28%
Cc1cccc(C)c1NC(=O)CCc1nnc2ccc(N3CCCC3)nn12 | ? | 4% | 14 | 2% | -1% | 20% | -3% | -2% | 7%
N#C/C(=C\c1cn(-c2ccccc2)nc1-c1cccnc1)c1nnc2n1CCCCC2 | 15% | 4% | -61* | -1% | -1% | ? | -28% | 2% | -18%
COc1cccc(-c2cnc3c(NC(C)=O)cc(-c4ccc(C(=O)N5CCOCC5)cc4)cn23)c1 | 0% | -19% | ? | ? | . | -1% | ? | . | 21µM*
COc1cc2nc(N3CCN(C(=O)[C@@H]4CCCO4)CC3)nc(N)c2cc1OC | 0% | 0% | -5 | 15% | 3%&5% | -6% | 1% | -6%&9% | 5%
Cc1ccccc1-c1nc(CS(=O)(=O)CC(=O)N(C)C2CCCCC2)c(C)o1 | 0% | -8% | -9 | -47% | -2% | 19% | -6% | -1% | -13%
COc1cc2c(cc1OC)C(CC(=O)O)N(C(=O)CC1CCCC1)CC2 (centres undefined) | -2% | 8% | 16 | -8% | -9% | 3% | 20% | -6% | 14%
CC(C)(C)C(=O)N1CCC[C@@]1(CO)C(=O)O | 18% | -10% | 1 | 2% | -1% | 16% | 12% | -2% | 8%
CCOc1ccc(N(C)S(=O)(=O)c2ccc(-c3cc(C)no3)s2)cc1 | 5.8µM* | -11% | 45 | . | 4.6µM* | ? | 12µM* | 9.2µM* | 7.3µM*
Cc1ccc(N(Cc2ccccc2)C(=O)c2cccc(S(=O)(=O)N3CCOCC3)c2)cc1 | 1% | -11% | 2 | -11% | 18% | ? | -3% | 13% | -2%
CC(C)NC(=O)COCc1cc(-c2ccc3c(c2)OCO3)on1 | -16% | -6% | 15 | 45%[activator] | -16% | -1% | -1% | -6% | -10%
CC1CCCC(CC(=O)O)(CC(=O)O)C1 (centres undefined) | 16% | -3% | 3 | -1% | 1% | ? | 13% | 0% | 29%
O=C(COc1ccc2c(c1)OCO2)NC12CC3CC(CC(C3)C1)C2 | -3% | 3% | -28 | 30% | ? | -13% | -4% | 2% | -24%
O=C(CSc1ccc2nnc(-c3cccnc3)n2n1)Nc1ccccc1C(F)(F)F | 2% | 2% | 17 | 13% | 22% | 0% | 16% | -8% | 4%
CC1CC(=O)Nc2ccc([N+](=O)[O-])cc2N1C (centres undefined) | -10% | 1% | 13 | 2% | 1% | -13% | 8% | -1% | 14%
O=C(CNC(=O)c1ccco1)NCC(=O)OC(C(=O)c1ccccc1)c1ccc(Cl)cc1 (centres undefined) | 6% | -13% | -13 | -4% | -2% | 4% | -2% | -12% | 1%
CCc1ccc(OCC(=O)NC(=S)Nc2cccc(CO)c2)c(Br)c1 | 5% | 77%[activator] | -5 | 14% | -12% | -5% | 11% | -11% | -3%
CCCS(=O)(=O)Nc1c(OC)ccc2c1c(C(=O)OCC)c(C)n2C | 0% | 2% | 0 | 15% | -5% | ? | -1% | -8% | -1%
CN(C)/N=C1\CCS(=O)(=O)c2sccc21 | 5% | 1% | -12 | . | 5% | 3% | -9% | -91%[inhibitor] | -7%
CC(c1ccc(Br)cc1)N1CC23C=CC(O2)C(C(=O)O)C3C1=O (centres undefined) | -10% | -3% | 2 | 4% | 4% | 6% | 10% | 2% | 1%

Compound profiles (already shown). Order of screens: KB-3-1 tox | WRN helicase inh | IL-1B inflam inh | ATXN2 expr inh | MCF10A rerep | KB-V1 MDR tox | HT1080NT lethal | SW480 rereplic | HT1080 IDH1KD tx
CC(c1ccc(Br)cc1)N1CC23C=CC(O2)C(C(=O)O)C3C1=O (centres undefined) as listed: -10% | -3% | 2 | 4% | 4% | 6% | 10% | 2% | 1%
O=C(CNC(=O)c1ccco1)NCC(=O)OC(C(=O)c1ccccc1)c1ccc(Cl)cc1 (centres undefined) as listed: 6% | -13% | -13 | -4% | -2% | 4% | -2% | -12% | 1%

More entries
SMILES | KB-3-1 tox | WRN helicase inh | IL-1B inflam inh | ATXN2 expr inh | MCF10A rerep | KB-V1 MDR tox | HT1080NT lethal | SW480 rereplic | HT1080 IDH1KD tx
O=C(Nc1ccccc1N1CCCCC1)C1CCN(C(=O)c2ccc(Cl)cc2)CC1 | -26% | -31% | -72* | -17% | ? | ? | -5% | 10% | -4%
CCc1[nH]nc2c1C(c1cccc(OC(=O)N3CCOCC3)c1)C(C#N)=C(N)O2 (centres undefined) | 0% | 3% | -17 | 0% | -8% | -3% | -4% | -3% | 0%
O=C1CCC/C(=N\NC(=O)c2ccc(COc3cccc4cccnc34)cc2)C1 | -2% | -11%[57.1 µM] | -4 | 6% | ? | 0% | 0% | 2% | -3%
CC(NC(=O)C(Cc1ccccc1)NC(=O)c1ccccc1)C(=O)O (centres undefined) | -3% | -8% | 4 | -5% | -2% | -2% | 6% | -14% | -1%
C=C(C(=O)c1ccccc1)C(NC(C)(C)C)c1ccccc1 (centres undefined) | 3.7µM* | -3% | -101* | 7.5µM* | 1.8µM* | ? | 6.5µM* | 2.9µM* | 5.8µM*
CCCS(=O)(=O)c1c(S(=O)(=O)CCC)c2c(N)cccn2c1C(=O)c1ccccc1 | -5% | -4% | -3 | 3% | -3% | -29% | -24% | 16% | -3%
CN(C)S(=O)(=O)c1ccc(NC(=O)c2ccccn2)cc1 | -8% | -21% | 9 | 35%[activator] | -3% | -11% | 1% | 8% | 10%
CCN(C(=O)COC(=O)c1cccc(-n2cnnn2)c1)C1CCCCC1 | -1% | 0% | -10 | 9% | -1% | 3% | 2% | 0% | 5%
CCOC(=O)c1c(C)[nH]c(C(=O)CSc2nnc(C3CC3)n2N)c1C | 29% | 3% | 11 | 13% | 8% | 1% | 5% | -4% | 2%
CCOC(=O)CSc1nnc(-c2cccc(Br)c2)o1 | -3% | 6% | 8 | 3% | -5% | 18% | 8% | 2% | 9%
